GalR3 antagonist: blocks the human galanin receptor 3; O60755; HEK293 GalR3-CNG cAMP membrane potential fluorescence; galR3 body fused to GalR1 C-terminus; inhibition, % at 3 µM; 360,000 tested, 0.44% active; AID 651719;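 active means inhibition above the screen-wide average plus 3 SD, cut at about 13% in these data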;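 further: forskolin and galanin both at EC90 stimulate the cells; cAMP rise reported by CNG channel membrane potential dye signal; 0% = forskolin plus galanin with DMSO and 100% = forskolin alone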
HCV NS3 hel inh: HCV NS3 helicase inhibition. inhibition, % at 10.9 µM. NS3 helicase DNA unwinding, Cy5 molecular beacon fluorescence. AID 1800. 290,000 tested, 0.56% active;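 active means inhibition above the mean of all tested compounds plus 3 SD, set per campaign, cut at about 35% in these data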;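 further: 0% = DMSO wells and 100% = thioflavine S control wells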
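System: NS3 helicase fragment of HCV / Schedule: 1 h at 25 °C / Control set: DMSO alone as 0% and 110 µM thioflavine S as 100% / Reagent: Cy5/quencher beacon DNA duplex and ATP to start / Technique: Cy5 fluorescence / Replication: singlicate / Evaluation: % inhibition of end-to-start signal ratio versus controls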
CRFBP-R2 block: antagonists of CRF-binding protein/CRF-R2 receptor complex; HEK293 CRF-R2/CRF-BP, CRF-induced calcium fluorescence; inhibition, % at 11.8 µM; 350,000 tested, 0.59% active; AID 588475;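 active means inhibition of the ligand-induced calcium signal above about 50% at the single tested concentration, limit read from the data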
UBC9 SUMO inh: inhibitors of human SUMOylation (UBC9); AID 2006; inhibition, % at 35 µM; P63279; 290,000 tested, 0.36% active; HTRF SUMOylation assay, SAE1/SAE2 + UBC9, in vitro; in the data active means inhibition above about 50%, passing the limit was not always enough; further: strong numbers were not always called active
IDE cell inh: inhibitors of human insulin-degrading enzyme in cells. P14735. HEK cells, FAbetaB cleavage, fluorescence polarization. inhibition, % at 5.59 µM. 320,000 tested, 0.41% active;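 active means percent inhibition above the average of all tested compounds plus 3 SD, set per screening campaign, cut at about 16% in these data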;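 further: IDE supplied by intact live HEK cells; FP after avidin binding of uncleaved biotin substrate so inhibition keeps polarization high; 0% = DMSO wells and 100% = 60 µM reference IDE inhibitor Ii1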
IMP-1 inh: blocks Pseudomonas aeruginosa IMP-1 metallo-beta-lactamase; inhibition, % at 5.6 µM; purified IMP-1, nitrocefin hydrolysis, epi-absorbance fluorescence; 290,000 tested, 0.45% active;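 active means inhibition above the mean plus 3 SD of all compounds in the same screening run, cut at about 4.5% in these data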;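 further: 0% = IMP-1 with DMSO and 100% = DMSO wells lacking enzyme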
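system = purified recombinant IMP-1 beta-lactamase | amount = 0.2 nM IMP-1, as dispensed | medium = HEPES buffer pH 7.1 with ZnSO4 and Brij 35 | times = 25 °C, 15 min preincubation, 25 min reaction | detection = plate fluorescence quenching by hydrolysis product, ex 480/em 530 nm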
p-CIP stab down: compounds decreasing mouse p/CIP protein stability. Q05BA5. F442A p/CIP-EGFP cells, EGFP fluorescence, 16 h. decrease of EGFP signal, % at 10 µM. 290,000 tested, 0.01% active;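 active means EGFP signal decrease of at least 30% at 10 µM or well 3 SD below plate mean, unless failing retest; inactive means the rest, including hits failing retest or dose response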; further: some compounds called inactive have numbers as strong as hits; many of its hits are not listed in these tables
Target sequence (Q05BA5 1-1403): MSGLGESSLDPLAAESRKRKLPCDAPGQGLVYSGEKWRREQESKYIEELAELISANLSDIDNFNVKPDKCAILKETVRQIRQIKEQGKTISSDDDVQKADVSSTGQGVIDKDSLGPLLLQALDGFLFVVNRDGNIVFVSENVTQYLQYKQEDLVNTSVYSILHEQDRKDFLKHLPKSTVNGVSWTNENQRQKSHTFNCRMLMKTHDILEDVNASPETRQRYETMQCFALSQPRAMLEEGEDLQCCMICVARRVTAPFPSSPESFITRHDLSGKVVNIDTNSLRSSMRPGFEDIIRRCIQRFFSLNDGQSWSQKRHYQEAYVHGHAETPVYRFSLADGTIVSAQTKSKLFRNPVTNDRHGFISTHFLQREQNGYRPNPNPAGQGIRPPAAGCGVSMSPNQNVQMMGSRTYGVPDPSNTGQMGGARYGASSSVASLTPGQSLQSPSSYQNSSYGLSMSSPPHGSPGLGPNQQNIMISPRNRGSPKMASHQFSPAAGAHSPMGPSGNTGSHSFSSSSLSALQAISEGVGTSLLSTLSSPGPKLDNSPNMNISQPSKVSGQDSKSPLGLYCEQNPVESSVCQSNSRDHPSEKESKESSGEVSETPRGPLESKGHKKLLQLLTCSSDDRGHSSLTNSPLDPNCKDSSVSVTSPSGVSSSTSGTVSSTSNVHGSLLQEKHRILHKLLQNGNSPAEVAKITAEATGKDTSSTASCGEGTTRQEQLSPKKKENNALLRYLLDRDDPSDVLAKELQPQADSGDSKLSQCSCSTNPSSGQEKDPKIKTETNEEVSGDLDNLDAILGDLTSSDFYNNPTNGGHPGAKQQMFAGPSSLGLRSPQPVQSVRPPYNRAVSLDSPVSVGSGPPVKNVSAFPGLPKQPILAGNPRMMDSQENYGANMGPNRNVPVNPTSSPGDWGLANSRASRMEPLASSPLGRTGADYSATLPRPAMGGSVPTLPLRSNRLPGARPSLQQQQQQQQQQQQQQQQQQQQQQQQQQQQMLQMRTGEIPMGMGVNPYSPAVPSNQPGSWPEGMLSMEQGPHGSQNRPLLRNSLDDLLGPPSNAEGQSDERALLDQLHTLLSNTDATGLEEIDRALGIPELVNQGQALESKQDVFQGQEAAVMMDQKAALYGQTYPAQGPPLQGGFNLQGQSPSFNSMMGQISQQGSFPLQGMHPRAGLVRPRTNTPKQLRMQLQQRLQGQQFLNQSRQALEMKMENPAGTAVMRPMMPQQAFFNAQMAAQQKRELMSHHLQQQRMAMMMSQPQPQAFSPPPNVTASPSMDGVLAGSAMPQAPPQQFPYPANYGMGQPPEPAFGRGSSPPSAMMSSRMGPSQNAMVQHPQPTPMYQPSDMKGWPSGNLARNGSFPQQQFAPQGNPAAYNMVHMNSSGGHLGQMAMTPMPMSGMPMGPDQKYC
IDE cell activ: IDE (human) activation, cell-based; P14735; HEK cells, FAbeta-B cleavage, fluorescence polarization; 0% vehicle, 100% cell-free pure enzyme wells; activation, % at 5.96 µM; 340,000 tested, 0.073% active; AID 493087;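 active means activation above the mean of all tested compounds plus 3 SD, set per screening campaign, cut at about 17% in these data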
VIM-2 inh: blocks Pseudomonas aeruginosa VIM-2 metallo-beta-lactamase | inhibition, % at 5.6 µM | purified VIM-2, nitrocefin hydrolysis, epi-absorbance fluorescence | 290,000 tested, 0.89% active;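 active means inhibition above the mean of all tested compounds plus 3 SD, cutoff set per screening run, cut at about 7.5% in these data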;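 further: red hydrolysis product quenches plate fluorescence so inhibitors raise well fluorescence; 0% = enzyme with DMSO and 100% = DMSO without enzyme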
The depositor's hits bear a star; / = not tested or not shown; & = joins results of further samples.

SMILES	GalR3 antagonist	HCV NS3 hel inh	CRFBP-R2 block	UBC9 SUMO inh	IDE cell inh	IMP-1 inh	p-CIP stab down	IDE cell activ	VIM-2 inh
CCS(=O)(=O)Nc1ccc(Cc2ccc(NS(=O)(=O)CC)cc2)cc1	-7	-2	13	6	5	-2.3	-6	-1	-4.7
C[C@H](CO)N1C[C@H](C)[C@@H](CN(C)S(=O)(=O)c2cccs2)Oc2c(NS(=O)(=O)c3ccccc3)cccc2C1=O	-6	/	6	/	10	/	/	-5	/
CCCCCC(=O)N/N=C/c1ccc([N+](=O)[O-])o1	0	39*	26	18	3	0.4	-16	0	-4.1
Cc1ccc(C2CC(c3cccs3)=NN2S(=O)(=O)c2ccc(C)cc2)cc1 (centres undefined)	-3	-3	-13	-4	3	-4.2	0	-3	-2.8
O=C(CSc1ccc(-c2ccccn2)nn1)c1ccccc1	-6	-22	-9	-12	0	-12	-2	6	-0.6
CCOc1cccc(CN2CCC(CCC(=O)NC3CC3)CC2)c1O	-11	1	-4	-5	3	-5.3	-13	-3	-2.1
COc1cccc(CSc2ccc(S(=O)(=O)N3CCOCC3)cc2C(=O)NCC2CCCO2)c1OC (centres undefined)	4	3	-13	-12	4	-0.6	4	-1	-1.9
O=C(N/N=C1\C(=O)c2cccc3cccc1c23)c1ccc(O)cc1	-4	10	34	29	2	-1.2	10	9	-2.3
Nc1nonc1-n1nnc(C(=O)N/N=C/c2cccc(Cl)c2)c1CSc1ccccc1	-2	1	-9	20	0	-2.5	-10	/	-1.7
CC(=O)NCC1CCCN(C(=O)c2oc3c(F)cccc3c2C)C1 (centres undefined)	-1	18	4	-6	7	-5.2	3	8	-4.1
Cc1nc2c(cnn2-c2ccccc2Cl)c(=O)n1-c1ccc(N2CCC(C)CC2)cc1	-2	2	-21	-8	-2	-2.8	-8	4	-4.6
Cc1cc(Nc2ccc(F)cc2)nc(N)n1	-3	2	-8	14	3	-1.3	-5	4	-2.4
CC(=O)Nc1ccc(NC(=O)CSCc2cnn(-c3ccccc3)c2-n2cccc2)cc1	-4	-1	0	1	4	-5.1	-4	1	-4.1
Nc1nnnn1/N=C/c1ccccc1OCc1ccc(Cl)cc1	-8	-8	3	9	4	-0.4	-4	4	-0.1
Nc1ccccc1SC1CC(=O)N(c2ccc(Cl)c(Cl)c2)C1=O (centres undefined)	-9	2	-36	17	1	-2.4	-7	3	-1.1
Cc1cccc(NS(=O)(=O)c2cccc(C(=O)Nc3cccc(C(=O)O)c3)c2)c1	-2	11	3	21	-2	1.3	-15	2	-0.4
CC[C@@H](C)C(NC(=O)OC(C)(C)C)c1cn([C@@H](CCC(=O)OC(C)(C)C)C(=O)N2CCN(C(=O)OC(C)(C)C)CC2)nn1 (some centres undefined)	-3	0	3	5	3	-1.2	4	9	-3.6
CCOC(=O)n1c(=O)oc2ccc(Cl)cc21	0	8	1	20	0	-2.7	-5	7	-2.1
COc1ccc(C(=O)OCC(=O)NC(C)CCc2ccccc2)cc1 (centres undefined)	-12	12	7	-12	0	-1.8	-3	-1	0.8
Cc1ccc(C(=O)N2CCCC(N(C)Cc3ccccc3)C2)s1 (centres undefined)	-6	2	32	5	/	-2.5	2	-2	-1.3
CC(C)CC1NC(=O)N(CC(=O)N2CCN(S(=O)(=O)c3ccc(Cl)cc3)CC2)C1=O (centres undefined)	-1	-3	12	-2	8	-0.2	-2	-2	-2.6
COc1ccc(COC(=O)c2c(C)nn(-c3ccccc3)c2Cl)cc1	-3	-11	20	-11	1	-1.4	-2	2	-0.4
OC(CNCCc1ccc(Cl)cc1)COc1cc(Cl)ccc1Cl (centres undefined)	-14	-43	-26	10	8	-3.2	-6	0	-2.1
CCCCn1c(N)c(NCC)c(=O)[nH]c1=O	-6	-3	20	13	/	-1.5	11	2	0.2
CSC(=NCCCN1CCOCC1)NS(=O)(=O)c1cccs1	0&1	2	-2&-12	7	0	-3.3	-6	0&4	-3.3
O=C1NC2=C(CCc3ccccc32)C(c2ccccc2)N1 (centres undefined)	-3	4	5	18	5	-0.6	-5	-2	2.4
CC(C)N(C(=O)Cn1cc(S(=O)(=O)CC(=O)N2CCOCC2)c2ccccc21)C(C)C	-3	13	4	9	-2	1.5	-6	11	1.4
Cc1ccc(S(=O)(=O)N2CCCC2C(=O)N2CCCCCC2)cc1 (centres undefined)	-2	-7	1	6	3	-3.2	-10	-1	-1.4
O=C(N1CCOCC1)N1CCN(S(=O)(=O)N2CCCCC2)CC1	1	2	13	-1	4	-5.0	-16	2	-2.7
Cc1oc(-c2ccccc2F)nc1CSCC(=O)NCc1ccc2c(c1)OCO2	-5	5	6	-15	2	-3.4	-7	4	-2.5
CN1CCN(c2ccc(NC(=O)COc3ccccc3Cl)cc2)CC1	3	-8	12	21	10	-2.9	0	5	20*
C/C=C/c1c(F)c(F)c(Oc2ccc(C(=O)O)cc2)c(F)c1F	4	9	14	11	-2	0.0	13	3	-0.1
O=C(O)CCn1c(=O)c2ccccc2c2ccccc2c1=O	9	-3	-5	14	2	-3.0	-6	2	-3.0
O/N=C(/c1ccc(Cl)cc1)C1CC1c1ccccc1 (centres undefined)	-5	-10	-9	-23	5	-0.9	2	0	-2.6
CC(=O)C[C@H](O)CC(=O)[C@@H]1OC(=O)CCCCCc2ccccc21	-6	/	-12	/	-2	/	/	6	/
CN(CC(=O)Nc1ccccc1Oc1ccccc1)Cc1ccccc1F	-6	8	28	-23	6	-3.6	-7	2	-1.1
CN(C)c1nc(SCC#N)nc(N2CCOCC2)n1	1	10	6	-16	1	-1.9	-8	0	-1.2
O=C(Nc1cc(Cl)ccc1N1CCCC1)C1=NN(c2ccccc2)C(=O)CC1	1	-6	-1	-14	2	-1.9	-5	6	-1.8
COc1cccc(Nc2nc3ccccc3nc2NS(=O)(=O)c2ccc(NC(C)=O)cc2)c1	/	-13	-12	2	7	-3.8	9	2	-2.4
COc1ccccc1CCNC(=O)C1CCC(=O)N(Cc2cccc(F)c2)C1 (centres undefined)	-8	3	4	-2	/	-2.5	-8	-1	-0.8
COc1cc(Cl)c(C)cc1NC(=O)COC(=O)C(NS(=O)(=O)c1ccc(Cl)cc1)C(C)O (centres undefined)	-10	-4	-44	0	2	-2.5	-10	0	-3.0
NC(=O)C1=C[C@@H](C2CCCCC2)C[C@@H](OCc2ccc(CO)cc2)O1	-5	/	1	/	1	/	/	5	/
COc1ccc(CCNC(=O)CN(c2ccccc2)S(C)(=O)=O)cc1OC	8	11	-1	10	3	-4.0	-15	2	-2.2
COc1ccc(N2CCN(C(=O)c3cc(=O)c4cc(C)cc(C)c4o3)CC2)cc1	-8	-14	-1	2	3	-0.6	-3	-8	2.4
CCCn1c(SCC(=O)NC2CCCC2)nc2c1c(=O)n(C)c(=O)n2C	-2	0	1	16	-2	-1.6	-4	4	0.4
NC(=O)C1(N2CCCCC2)CCN(Cc2ccccc2Cl)CC1	3	0	-2	-7	4	-1.4	0	-3	-1.8
Cc1ccc(NC(NC(=O)c2ccccn2)C(Cl)(Cl)Cl)cc1 (centres undefined)	-5	4	-21	-33	0	-1.7	-3	4	0.8
CCOP1(=O)C=C(C(C)(C)C)OC1c1ccc(F)cc1 (centres undefined)	-4	-4	-33	10	-4	-4.6	0	4	-1.7
CCOC(=O)C(C(=O)N(C)Cc1ccccc1)C1CCCCC1 (centres undefined)	-14	3	-15	5	-2	0.7	-2	5	2.3
Cc1ccc(-c2nn(-c3ccccc3)cc2C(=O)O)o1	/	10	/	21	-6	-2.4	-7	/	-2.5
CC(C)NC(=O)C(=O)NC1CCCCCC1	7	10	-16	-5	0	-5.2	5	2	-2.8
Cc1cccc(NC(=O)C2CCCN(C(=O)NCc3ccccc3)C2)c1C (centres undefined)	-5	0	-10	12	0	-1.1	-6	0	0.7
CCCn1c(=O)c2[nH]cnc2n(-c2ccccc2C)c1=O	-5	0	-2	6	6	-2.4	-10	3	-5.3
Fc1ccc2nc3n(c2c1F)CCCCCC3	0	0	-4	-1	-5	0.2	2	2	-0.2
COc1cc(/C=C2\SC(=Nc3ccc(Cl)c(C(=O)O)c3)NC2=O)c(Br)c(Br)c1O	-12	19	-194	30	/	3.7	1	-96	5.0
O=C(N1CCC(O)(c2cccnc2)CC1)C12CC3CC(CC(C3)C1)C2	-1	1	-34	-30	-2	-3.4	9	4	-3.7
C#CCn1c(=NC(=O)c2ccccc2[N+](=O)[O-])sc2cc(S(C)(=O)=O)ccc21	-4	1	11	27	1	-1.6	5	3	-0.3
O=S(=O)(N/N=C\c1ccc2c(c1)OCO2)c1ccc(F)cc1	2	2	17	-7	/	-1.2	-8	-2	1.9
Cc1cccc2cc(CN(CCCN3CCOCC3)Cc3nnnn3C(C)(C)C)c(=O)[nH]c12	-2	-4	-4	25	2	-1.2	-4	1	-1.3
CN(C)CCNC(=O)Cn1nc(-c2ccc(Cl)cc2)ccc1=O	1	-4	-19	33	3	0.3	-14	0	-0.3

Single values from above:
UBC9 SUMO inh result of O=C(CSc1ccc(-c2ccccn2)nn1)c1ccccc1 : -12
HCV NS3 hel inh result of O/N=C(/c1ccc(Cl)cc1)C1CC1c1ccccc1 (centres undefined) : -10
VIM-2 inh result of CCS(=O)(=O)Nc1ccc(Cc2ccc(NS(=O)(=O)CC)cc2)cc1 : -4.7

(next part)
SMILES	GalR3 antagonist	HCV NS3 hel inh	CRFBP-R2 block	UBC9 SUMO inh	IDE cell inh	IMP-1 inh	p-CIP stab down	IDE cell activ	VIM-2 inh
Brc1cc2c(cc1C1Nc3ccccc3C3C=CCC31)OCO2 (centres undefined)	1	-2	-38	4	-2	-3.6	-11	7	-3.4
O=C1C=C(NCc2ccc(Cl)cc2Cl)C2(CCCCC2)O1	-7	9	-10	-9	3	1.7	10	-8	-0.5
Cn1c(SCC(=O)N2CCc3ccccc3C2)nnc1-c1ccncc1	-4	-3	18	-11	10	-3.7	2	-7	-5.6
Cc1cc(C)c(NC(=O)CS(=O)CC(=O)NCCCc2ccccc2)c(C)c1 (centres undefined)	-11	19	-16	-12	-1	-1.7	-5	1	-2.4
O=C(NNC1=NCCC1)c1cccc(S(=O)(=O)N2CCCC2)c1	-3	4	-12	4	0	-0.9	-4	-3	-1.0
CCCCCc1nnc(NC(=O)CN2C(=O)C3CCCCC3C2=O)s1 (centres undefined)	-1	3	-7	5	-2	-1.6	-8	3	-3.3
Cc1ccc(C)c(C(=O)CCC(=O)Nc2cccnc2)c1	-3	5	12	-12	4	-1.9	-3	-1	-2.0
Brc1ccccc1-c1csnn1	-3	-8	18	-1	-4	-3.5	4	-1	-5.6
O=C(C1=C(O)C(=O)N(CCN2CCOCC2)C1c1cccc(F)c1)c1cc2ccccc2o1 (centres undefined)	-10	4	-5	-6	-1	-1.1	-7	5	2.6

Assay outcomes from PubChem BioAssay.
